Screening data as filed in PubChem BioAssay.
Mdm2 ligase inh = inhibitors of human Mdm2 E3 ubiquitin ligase | signal enhancement, % at 5 µM | cell-based MDM2 ubiquitination luciferase reporter, 2 h; 0 = plate control, 100 = twice control, blank-subtracted | hit rate 0.11% among 210,000 | AID 1230;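 active = signal enhancement of 30% or more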;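 also: luminescence tracks abundance of the self-degrading MDM2-luciferase fusion protein; higher signal means inhibition of MDM2 E3 ligase activity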
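Test system: mammalian cells stably expressing self-ubiquitinating, self-degrading MDM2 E3–luciferase fusion; Amount: 2000 cells in each well; Medium: DMEM; Schedule: 4 h settle plus 2 h compound, 37 °C; Technique: SteadyLite luciferase luminescence after 15 min room-temperature reagent incubation; Benchmarks: plate control and blank wells.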
PPC-1+TRAIL kill = PPC-1 cancer cell killing with TRAIL present; PPC-1 cells + TRAIL, ATPLite viability luminescence; cell killing (% activity), % at 4 µM; hit rate 0.41% among 220,000;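 active = cell killing above 50% in the first pass at 4 µM, then a duplicate retest at 5 µM averaging 50% or more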;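 also: plate controls were cells with TRAIL plus DMSO for no effect and medium-only wells lacking cells for full effect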
TNF necrop inh = blocks TNF-alpha induced death of Jurkat FADD-/- cells; Jurkat FADD-/- TNF necroptosis rescue, ATP luminescence, 24 h; 0 = TNF only, 100 = no-TNF cells; activation (protection from cell death), % at 10 µM; AID 463075; hit rate 0.068% among 220,000;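 active = activation, meaning protection from cell death, of at least 50% relative to plate controls; inactive = activation below 50%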;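 also: necroptosis triggered by 40 ng/mL TNF-alpha added together with compound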
CHOP inh = inhibitors of CHOP induction in ER stress response | CHO-K1 CHOP-promoter luciferase, tunicamycin-induced, 15-18 h | inhibition, % at 10 µM | hit rate 3.8% among 220,000;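 active = compounds that reduced the stress-induced luciferase reporter signal by more than about 70% of percent inhibition, limit read from the data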;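 also: 0% = tunicamycin plus vehicle and 100% = wells without tunicamycin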
TRPML3 ag = human mucolipin-3 channel agonism. HEK293 TRPML3-YFP, Fluo-8 calcium fluorescence; 100% = the carbachol control signal. activation, % at 3 µM. AID 1448. hit rate 0.29% among 220,000. Q8TDD5;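 active = activation above its plate's cutoff, the mean activation of the plate's test wells plus 3 SD, cut at about 12% in these data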;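 also: 0% = DMSO only wells and 100% = carbachol wells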
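Test system: TRPML3-YFP stable HEK293 cells. Doses: single point at 3 µM. Incubation: dye loading 1 h 37 °C then 30 min ambient, 125 s read. Signal: Fluo-8 calcium dye fluorescence, ex 470-495, em 515-575 nm. Measure: percent activation from peak-to-basal fluorescence ratio, scaled between DMSO and carbachol.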
p47phox inh = inhibitors of human p47phox binding | P14598 | p47phox/p22phox peptide binding, fluorescence polarization, 2 h | inhibition, % at 24.7 µM | hit rate 0.53% among 220,000;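 active = inhibition above about 30%, limit read from the data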;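 also: 0% = p47phox with labelled peptide and 100% = labelled peptide alone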
Target sequence (P14598 whole entry, looked up): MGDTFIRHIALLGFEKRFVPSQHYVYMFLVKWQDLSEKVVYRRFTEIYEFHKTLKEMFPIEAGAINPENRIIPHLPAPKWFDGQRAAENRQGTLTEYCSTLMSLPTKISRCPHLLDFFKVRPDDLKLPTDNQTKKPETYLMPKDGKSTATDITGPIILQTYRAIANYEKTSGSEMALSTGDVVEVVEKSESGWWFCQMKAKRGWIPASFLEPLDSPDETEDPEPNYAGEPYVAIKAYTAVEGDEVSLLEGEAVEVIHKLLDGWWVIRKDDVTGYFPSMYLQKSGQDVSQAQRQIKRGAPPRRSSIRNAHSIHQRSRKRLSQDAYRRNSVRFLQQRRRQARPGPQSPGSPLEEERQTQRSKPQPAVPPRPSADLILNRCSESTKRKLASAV
EBV gp42 block = inhibitors of Epstein-Barr virus glycoprotein 42. Q1HVG2. Fluorescence polarization binding assay, mP read-out. inhibition, % (tested at 21.74 µM). hit rate 0.42% among 220,000; in the data active = inhibition above about 50%
Runt-SMMHC FRET = blocks binding of human RUNX1 Runt domain to CBFb-SMMHC; Q01196+Q13951; Cerulean-Runt/Venus-CBFb-SMMHC FRET ratio 530/480, 1 h; inhibition, % at 20 µM; hit rate 0.74% among 220,000; AID 1434;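 active = mean inhibition across duplicate retests at 20 µM reaching about 50%, limit read from the data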;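 also: 0% = DMSO wells and 100% = wells with excess untagged CBFb-SMMHC; inhibitors lower the FRET ratio by blocking Runt binding to CBFb-SMMHC; some results filed as inactive read as strong as hits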
Target sequence (Q01196 whole entry, looked up, the tested form may be a part): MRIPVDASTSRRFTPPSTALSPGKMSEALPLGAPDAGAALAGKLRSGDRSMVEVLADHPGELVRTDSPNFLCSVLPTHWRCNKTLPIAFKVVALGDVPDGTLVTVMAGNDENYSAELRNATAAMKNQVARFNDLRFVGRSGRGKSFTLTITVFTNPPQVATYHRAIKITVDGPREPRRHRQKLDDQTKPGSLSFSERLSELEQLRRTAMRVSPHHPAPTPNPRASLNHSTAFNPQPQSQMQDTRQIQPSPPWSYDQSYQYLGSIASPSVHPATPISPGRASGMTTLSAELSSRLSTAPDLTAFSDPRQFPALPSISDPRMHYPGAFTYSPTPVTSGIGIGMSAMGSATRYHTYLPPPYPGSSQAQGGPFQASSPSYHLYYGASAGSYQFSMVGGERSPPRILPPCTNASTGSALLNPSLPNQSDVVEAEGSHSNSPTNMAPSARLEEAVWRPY
Target sequence (Q13951 whole entry, looked up, the tested form may be a part): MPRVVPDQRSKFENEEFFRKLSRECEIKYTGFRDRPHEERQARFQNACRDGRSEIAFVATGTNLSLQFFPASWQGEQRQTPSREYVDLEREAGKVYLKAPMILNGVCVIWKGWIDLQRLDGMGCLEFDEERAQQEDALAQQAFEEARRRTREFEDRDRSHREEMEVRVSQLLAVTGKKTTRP
TRPN1 ag = activates the zebrafish TRPN1 channel; HEK293 zebrafish TRPN1-YFP, Fluo-8 calcium fluorescence; 100% = response to 87 µM carbachol; activation, % at 3 µM; hit rate 0.18% among 220,000; AID 1424;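 active = activation above its plate's cutoff, the mean activation of test wells on that plate plus 3 SD, cut at about 19% in these data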;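 also: 0% = DMSO alone and 100% = 87 µM carbachol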
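Material: zebrafish TRPN1-YFP in HEK293 cells. Doses: one dose of 3 µM, 0.3% DMSO. Incubation: dye 1 h 37 °C plus 30 min RT. Measured by: intracellular calcium fluorescence with Fluo-8.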
* = called active by the depositor; . = not tested or not shown. This is a random part of the collection. About 5.9% of those tested had a hit in this group.

SMILES	Mdm2 ligase inh	PPC-1+TRAIL kill	TNF necrop inh	CHOP inh	TRPML3 ag	p47phox inh	EBV gp42 block	Runt-SMMHC FRET	TRPN1 ag
O=C(OCC(=O)N1CCCC1)c1c2c(nc3ccccc13)CCCCC2	-20	-9	-0.6	16	-0.8	2	0	-2	0.6
CCCCOc1nc(N)nc(-c2ccccc2)n1	3	-1	2.2	39	-0.2	0	-1	5	-1.7
CC1(OC(=O)CCc2ccccc2)C(=O)C=C2C=C3CCCN3C=C2C1=O (centres undefined)	10	13	0.2	5	.	1	-4	5	.
CCOC(=O)c1cccc(N2C(=O)c3ccccc3S2(=O)=O)c1	8	30	-2.0	-1	-0.7	81*	-29	7	-0.7
Cc1ccc(Cl)cc1N1CCN(C(=O)c2cccc3c(=O)c(C)c(-c4ccccc4)oc23)CC1	-11	14	1.9	26	0.8	-14	-31	-5	1.1
O=C(Cn1cnc([N+](=O)[O-])n1)N/N=C/c1cccc(Cl)c1	-6	.	0.8	6	0.0	3	5	3	1.7
CCCN1CCC(NC(=O)Nc2cccc3ccccc23)CC1	-12	1	3.7	0	0.9	-1	-12	-1	0.9
O=C(/C=C/Nc1ccccc1O)c1ccco1	-31	0	5.2	7	0.6	-4	-20	-19	0.0
CC(C)Cn1c(SCC(=O)NC(=O)Nc2ccc3c(c2)OCCO3)nc2ccccc2c1=O	-14	0	4.4	70*	0.7	13	-13	3	1.6
O=C(NCc1ccc(N2CCCC2=O)cc1)Nc1cccc2ccccc12	-25	-24	-0.8	-8	0.8	3	-5	2	-0.1

Arranged by the number under Runt-SMMHC FRET (lowest first): five of the compounds above
| SMILES | Runt-SMMHC FRET |
| --- | --- |
| O=C(/C=C/Nc1ccccc1O)c1ccco1 | -19 |
| Cc1ccc(Cl)cc1N1CCN(C(=O)c2cccc3c(=O)c(C)c(-c4ccccc4)oc23)CC1 | -5 |
| O=C(OCC(=O)N1CCCC1)c1c2c(nc3ccccc13)CCCCC2 | -2 |
| O=C(Cn1cnc([N+](=O)[O-])n1)N/N=C/c1cccc(Cl)c1 | 3 |
| CCCCOc1nc(N)nc(-c2ccccc2)n1 | 5 |

Entries listed above that bear a hit mark in CHOP inh.
molecule	Mdm2 ligase inh	CHOP inh	TRPML3 ag	p47phox inh	EBV gp42 block	Runt-SMMHC FRET
CC(C)Cn1c(SCC(=O)NC(=O)Nc2ccc3c(c2)OCCO3)nc2ccccc2c1=O	-14	70*	0.7	13	-13	3

(listing goes on)
SMILES	Mdm2 ligase inh	PPC-1+TRAIL kill	TNF necrop inh	CHOP inh	TRPML3 ag	p47phox inh	EBV gp42 block	Runt-SMMHC FRET	TRPN1 ag
CCCc1cc(=O)[nH]c(SCC(=O)c2[nH]c(C)c(C(=O)OCC)c2C)n1	-30	7	0.5	14	1.0	-16	-19	1	2.3
COCc1cc(C)c2c(N)c(C#N)sc2n1	-6	4	-0.6	13	0.0	8	-10	-4	-0.8
CCOC(=O)N(NC(=O)C(O)(CC(C)C)CC(C)C)c1ccccc1	6	23	-0.9	29	0.3	-6	-5	2	3.4
O=C(CSc1nnc(CNc2ccc(F)cc2)o1)N1CCN(C(=O)c2ccco2)CC1	-16	-23	-0.7	11	0.3	-6	1	1	2.5
CCOC(=O)C1[C@H]2C(=O)N(C(C)c3ccc(OC)cc3)C[C@]23C=C[C@H]1O3 (some centres undefined)	-9	17	-0.6	-7	0.6	-7	-14	3	1.4
N#Cc1c(SCC(=O)O)nc(N2CCCCC2)c2c1CCCC2	-22	14	0.4	-29	-0.1	-32	-5	0	-1.0
CC(C)C12CN(C(=O)c3ccccc3[N+](=O)[O-])CC(C(C)C)(CN(C(=O)c3ccccc3[N+](=O)[O-])C1)C2=O	2	-3	-5.0	-6	-1.9	1	-2	-4	-3.6
O=S(=O)(c1cccc(NC(=S)N2CCN(c3cccc(Cl)c3)CC2)c1)C(F)F	-10	-1	-0.5	70*	-0.2	-4	5	0	1.3
N/C(=N\c1nc(CSc2nnnn2-c2ccccc2)cc(=O)[nH]1)Nc1ccccc1	-19	-5	1.1	11	0.7	6	-2	2	1.6
CCc1ccc(Oc2nnnn2-c2ccc(C(N)=O)cc2)cc1	-21	9	2.1	13	1.3	-7	-17	-3	1.0
O=C(CN1CCOCC1)N1CCc2ccccc2C(c2ccccc2)C1 (centres undefined)	-18	16	-4.2	-5	0.6	-12	-7	-6	-2.1
Cc1nc(CC(=O)Nc2nc(-c3ccccc3)cs2)cs1	-14	8	0.2	11	0.2	-4	1	2	0.9
O=C(CSc1nnc(C2CCCCC2)n1Cc1ccccc1)NCc1ccco1	2	-8	-6.7	-35	0.2	-3	-3	0	-0.1
Cc1cc(C)n(/N=C/c2cccs2)c(=O)c1C#N	4	19	0.2	17	0.5	-7	-10	3	-1.7
CCSc1nnc(NC(=O)Cn2cnc3ccccc3c2=O)s1	-12	17	5.0	11	0.2	-6	-16	-2	1.1
CC(C)(C)C1CCC(=NNC(=O)c2ccc(Br)o2)CC1 (centres undefined)	-10	9	0.6	3	0.1	-10	-12	2	0.8
CC(C)Nc1nnc(SCC(=O)c2c(N)n(Cc3ccccc3)c(=O)n(C)c2=O)s1	1	-2	-2.2	6	-0.1	-10	-36	1	2.3
O=C1CN(Cc2ccccc2)C(=NCc2ccco2)S1	-14	7	-3.5	0	-0.3	-1	-11	8	0.8
CCN(CC)CCNC(=O)c1c(O)c2c([nH]c1=O)CCCC2	-5	-12	0.2	12	-0.5	-11	-21	2	-0.1
O=C(COC(=O)CCc1ccc(S(=O)(=O)N2CCOCC2)cc1)NCc1ccccc1Cl	-7	8	0.8	5	1.3	10	3	-2	2.4
Cc1cc2nc(-c3ccc4c(c3)CCC4)ccn2n1	-12	5	1.5	57	-0.4	1	3	-3	-2.6
CN1/C(=C\C(=O)c2cccnc2)Sc2ccccc21	-8	16	-1.9	20	-0.4	-37	-11	51*	-1.8
O=C(NC(c1ccccc1)c1ccccc1)C1CCCC1	-10	1	0.1	0	-0.1	-6	-17	3	-0.3
O=C(CSc1nnc(-c2cccnc2)o1)Nc1ccccn1	-9	1	-0.2	-28	-0.3	-2	-10	0	-0.6
Cc1nc(-c2nc(-c3c(C(=O)NNC(=O)Nc4ccccc4)noc3C)cs2)cs1	-13	-8	1.5	7	-0.3	6	-7	1	-1.6
COc1ccc(OCCCC(=O)Nc2nccs2)cc1	-12	15	2.7	-5	0.0	-4	-10	-4	0.0
Cc1cc(C(=O)NCc2ccc(F)cc2)n(-c2ccccc2)n1	-11	23	0.4	9	0.5	-4	-9	0	0.9
CC(=O)N1CCC2(CC1)CC(=O)c1cc(OCC(=O)NCc3ccc(C)cc3)ccc1O2	-14	15	-2.2	15	0.6	-2	-13	5	-0.4
O=C(O)c1cc(-c2cccc([N+](=O)[O-])c2)nc2ccccc12	-25	10	3.0	11	0.9	-12	2	-1	1.7
CC(=O)N1CCc2cc(Br)cc(S(=O)(=O)N3CCN(C(=O)c4ccco4)CC3)c21	5	7	0.6	7	0.9	-1	-16	3	2.9
CCOC(=O)C1(Cc2cccc(OC)c2)CCN(Cc2cnc(C)s2)CC1	-7	-8	0.7	3	0.8	-2	-14	-1	0.9
CCOC(=O)c1ccc(NC(=O)c2nc[nH]c2C(=O)N2CCC(C)CC2)cc1	-12	-9	2.5	22	.	-9	-4	-2	.
O=C(NCCCc1ccccc1)C1CCN(c2nnc(-n3cccc3)s2)CC1	-12	22	0.4	18	-0.4	-12	-14	-5	1.1
Cc1ccc(Sc2c(C)nn(C(=O)C3CC3)c2C)cc1	-4	14	1.2	64	0.7	-8	8	-2	-0.6
Cn1c(SCC(=O)c2ccccc2)nnc1C1COc2ccccc2O1 (centres undefined)	-30	25	9.3	0	-0.8	-2	-14	-6	0.8
CCOC(=O)N1CCN(S(=O)(=O)c2ccc(OC)c(OC)c2)CC1	4	-5	-1.2	48	0.7	-10	-1	4	-0.4
Cc1nc2sc(C(c3cccs3)N3CCN(C(=O)c4ccco4)CC3)c(O)n2n1 (centres undefined)	-8	21	-1.0	13	0.8	-5	-1	-5	1.0
COc1ccccc1N1Cc2ccccc2C1	-14	25	-1.4	-4	-0.5	12	-16	-3	-1.3
COc1ccc(OC(C)C(=O)NC2CC(C)(C)NC(C)(C)C2)cc1 (centres undefined)	-8	9	-0.3	48	0.8	-3	-18	0	-0.8
COc1ccccc1NC(=O)CSc1nnc(CC(=O)Nc2cccc(C(F)(F)F)c2)n1C	-7	-5	0.6	26	0.6	-9	-21	-2	1.1
CCOC(=O)c1ccc(NC(=O)c2cc(=O)[nH]c3ccccc23)cc1	15	-23	0.6	49	0.3	-7	-17	1	-0.9
CCN(C(=O)CN1CCOCC1)c1c(N)n(Cc2ccccc2)c(=O)[nH]c1=O	-7	2	0.7	-2	0.1	-3	-10	1	-0.2
Cc1c(Cl)cccc1N=Cc1ccc([N+](=O)[O-])s1	-16	26	-19	61	0.2	-1	-4	2	-0.4
COc1cc(CNCCN(C)C)c(Br)cc1OCC(=O)NCc1ccccc1	-2	31	2.6	7	0.0	8	-19	2	0.3
CN(C)S(=O)(=O)c1cccc(NC(=S)NC2CCCCC2)c1	-11	7	-0.7	6	0.6	-3	3	-1	1.3
O=C(Cc1ccc([N+](=O)[O-])cc1)c1ccc(O)cc1O	-4	6	-4.9	10	0.0	-3	9	1	0.2
CC(C(=O)N1CCOCCOCCOCCOCCOCC1)N1C(=O)c2ccccc2C1=O (centres undefined)	0	11	-0.4	14	0.9	0	-6	0	1.7
CC[N+](C)(CC)CC(O)COCC1COc2ccccc2O1 (centres undefined)	-21	22	1.3	2	0.2	3	-77	4	0.8
Cn1c(SCC(=O)Nc2ccc3cn[nH]c3c2)nnc1-c1cccs1	-14	6	0.0	-6	0.6	-7	-1	1	-0.8
Cc1c(NC(=O)c2ccccc2)cccc1[N+](=O)[O-]	-6	11	2.1	3	0.8	-11	-16	1	1.5

Later entries:
SMILES	Mdm2 ligase inh	PPC-1+TRAIL kill	TNF necrop inh	CHOP inh	TRPML3 ag	p47phox inh	EBV gp42 block	Runt-SMMHC FRET	TRPN1 ag
Cc1csc(=Nc2ccc(S(=O)(=O)N3CCOCC3)cc2)n1Cc1ccco1	-23	9	-5.3	44	-0.9	-25	-10	3	0.6
O=C(COC(=O)c1cccc(S(=O)(=O)N2CCOCC2)c1)Nc1ncc(C(F)(F)F)cc1Cl	-13	5	-0.5	-6	0.5	-17	-5	-3	-0.3
O=C(NCc1ccco1)c1ccc(Cl)nc1	-7	9	0.1	1	0.2	1	8	0	1.4
COc1cc(C(=O)N[C@H](C(=O)NC2CCCCCC2)C(C)C)cc(OC)c1OC	-7	-14	1.1	-15	0.1	-3	-24	-1	-1.2
O=C(Cc1ccccc1)NC1CCS(=O)(=O)C1 (centres undefined)	-8	3	1.4	-9	-0.3	-17	-5	5	5.8
O=C(NCc1cccnc1)c1ccc(NC(=O)c2ccco2)cc1	-7	5	-1.7	48	0.0	-2	1	6	0.2
